NALP1 yeast inh = NALP1 inhibition. S. cerevisiae NALP1/ASC/caspase-1 growth, X-gal OD620, 72 h. inhibition, % at 10 µM. hit rate 0.61% among 280,000. AID 2071; in the data active means inhibition mostly above about 24%, no sharp cut-off; inactive means mostly below about 32%; further: some compounds called inactive have numbers as strong as hits
MEKK2 WT-MEK5 = raises or lowers MEK5 binding to wildtype human MEKK2 PB1 domain; bead flow cytometry, Alexa488-MEK5 binding to MEKK2 WT; actives lie on both sides; Q9Y2U5; hit rate 1.1% among 290,000; binding response (% of control), % at 10 µM; in the data active means binding response below about 67% or above about 130%
VIM-2 inhibitor = inhibitors of Pseudomonas aeruginosa VIM-2 metallo-beta-lactamase | inhibition, % at 5.6 µM | AID 1527 | hit rate 0.89% among 290,000 | purified VIM-2, nitrocefin hydrolysis, epi-absorbance fluorescence;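 active means inhibition above the mean of all tested compounds plus 3 SD, cutoff set per screening run, cut at about 7.5% in these data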;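 further: red hydrolysis product quenches plate fluorescence so inhibitors raise well fluorescence; 0% = enzyme with DMSO and 100% = DMSO without enzyme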
M18AAP inhibitor = PfM18AAP enzyme inhibition. hit rate 1.2% among 290,000. inhibition, % at 7.35 µM. recombinant PfM18AAP, H-Glu-NHMec fluorogenic cleavage. AID 1822;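 active means inhibition above the campaign mean inhibition over all tested compounds plus 3 SD, cut at about 28% in these data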;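 further: 0% = plate median of test compound wells and 100% = 2 mM ZnCl2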
UBC9 SUMO inh = inhibitors of human SUMOylation (UBC9); P63279; HTRF SUMOylation assay, SAE1/SAE2 + UBC9, in vitro; inhibition, % at 35 µM; hit rate 0.36% among 290,000; in the data active means inhibition above about 50%, passing the limit was not always enough; further: strong numbers were not always called active
Target sequence (P63279 whole entry, looked up): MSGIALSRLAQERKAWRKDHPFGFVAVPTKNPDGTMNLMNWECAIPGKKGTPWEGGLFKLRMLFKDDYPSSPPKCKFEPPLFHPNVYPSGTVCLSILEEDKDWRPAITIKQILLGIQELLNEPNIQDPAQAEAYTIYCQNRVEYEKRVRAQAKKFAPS
IMP-1 inh = inhibitors of Pseudomonas aeruginosa IMP-1 metallo-beta-lactamase; purified IMP-1, nitrocefin hydrolysis, epi-absorbance fluorescence; AID 1556; inhibition, % at 5.6 µM; hit rate 0.45% among 290,000;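 active means inhibition above the mean plus 3 SD of all compounds in the same screening run, cut at about 4.5% in these data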;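 further: 0% = IMP-1 with DMSO and 100% = DMSO wells lacking enzyme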
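system = purified recombinant IMP-1 beta-lactamase | amount = 0.2 nM IMP-1, as dispensed | medium = HEPES buffer pH 7.1 with ZnSO4 and Brij 35 | times = 25 °C, 15 min preincubation, 25 min reaction | detection = plate fluorescence quenching by hydrolysis product, ex 480/em 530 nm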
FID counter = counter-screen for HCV NS3 helicase inhibitors: DNA intercalator displacement | hit rate 0.17% among 290,000 | DNA fluorescent intercalator displacement, fluorescence | inhibition, % at 7.9 µM; in the data active means inhibition above about 37%;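 further: 0% = vehicle and 100% = reference compound; higher means more ethidium bromide displaced from hairpin DNA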
NS3 helicase inh = blocks Hepatitis C virus NS3 helicase unwinding | NS3 helicase DNA unwinding, Cy5 molecular beacon fluorescence | inhibition, % at 10.9 µM | hit rate 0.56% among 290,000;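 active means inhibition above the mean of all tested compounds plus 3 SD, set per campaign, cut at about 35% in these data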;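 further: 0% = DMSO wells and 100% = thioflavine S control wells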
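System: HCV NS3 helicase fragment; control set: DMSO and thioflavine S; technique: Cy5 fluorescence at 0 and 60 min, beacon hairpin quenching; reagent: beacon DNA duplex substrate plus ATP; replicates: singlicate; schedule: 1 h reaction at 25 °C, ATP-initiated; medium: MOPS buffer pH 6.5 with MgCl2, DTT, Tween20, BSA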
MEKK2 mut-MEK5 = signal of MEK5 binding to mutant human MEKK2 PB1 domain. bead flow cytometry, Alexa488-MEK5 binding to MEKK2 mutant. percent response, % at 10 µM. hit rate 0.35% among 290,000. AID 1530; in the data active means percent response above about 24%, passing the limit was not always enough; further: inactives centre near 1; some results filed as inactive read as strong as hits
Starred values were filed as active, the others as inactive; nt = not tested or not shown.

SMILES	NALP1 yeast inh	MEKK2 WT-MEK5	VIM-2 inhibitor	M18AAP inhibitor	UBC9 SUMO inh	IMP-1 inh	FID counter	NS3 helicase inh	MEKK2 mut-MEK5
N#C/C(=C(/O)CN1CCCCC1)c1nc(-c2ccc(Cl)cc2)cs1	-15	101	-2.1	2	-17	-1.7	8	9	3
O=[N+]([O-])c1c(NCCCO)cc(Sc2ccc(Cl)cc2)c2nonc12	34	100	-1.4	-1	73	-3.0	4	2	-1
CCOc1ccc2nc(NC(=O)CN3CCN(C)CC3)sc2c1	10	101	-4.1	-3	8	-3.2	3	-12	13
Cc1ccc(-n2c(O)c(C=NCc3ccccn3)c3ccccc3c2=O)cc1C	15	94	-4.0	11	-8	-3.6	-30	-12	-1
CC(=O)N1CC2([N+](=O)[O-])CN(C(C)=O)CC([N+](=O)[O-])(C1)C2(C)C	24	109	-1.8	-7	-2	-0.7	3	-5	0
CCc1ccc(/C=C2\SC(=S)N(CCCC(=O)Nc3ccc(C(=O)O)cc3)C2=O)cc1	1	96	-1.3	-16	-17	-2.3	-26	-16	1
Cc1ccc(S(=O)(=O)NCCC(=O)NCc2ccccc2)cc1	38	107	-2.3	-6	21	-0.8	0	-4	7
COCCOC(=O)C1=C(C)N(c2ccccc2)C(=O)NC1c1cccc([N+](=O)[O-])c1 (centres undefined)	20	95	-0.1	3	8	-0.3	-14	-5	-1
COc1cccc(CN2CCN(S(=O)(=O)c3ccc(NC(C)=O)cc3)CC2)c1OC	0	94	-2.8	4	-7	-5.4	6	8	5
Cn1c(=O)n(C)c2cc(S(=O)(=O)Nc3ccc(F)cc3)ccc21	15	109	-0.2	-15	20	-2.2	-1	8	6
CC(Oc1ccccc1F)C(=O)NN (centres undefined)	37	100	-3.4	-1	-3	-4.9	-15	2	1
CCN(C(=O)C1CCCO1)c1ccccc1 (centres undefined)	3	104	-2.2	-1	2	-3.7	-5	3	10
COc1cc(OC)cc(C(=O)Nc2ccc(-c3nc4ccccc4o3)cc2)c1	18	108	-3.5	-8	18	-3.9	-4	-3	8
Cc1ccc(-n2c3c(c(=O)[nH]c2=O)C(NS(=O)(=O)c2ccc(C)cc2)(C(F)(F)F)C(=O)N3)cc1 (centres undefined)	2	106	-0.7	-5	15	-0.9	2	-2	4
COc1cc(/C=C(\C#N)C(=O)N2CCOCC2)cc(Br)c1O	23	99	-1.9	-1	-8	-1.3	1	4	2
c1ccc(-c2noc(CN3CCc4sccc4C3)n2)cc1	17	116	-3.1	-1	12	-1.4	-14	4	12
COc1ccc(C(CNC(=O)c2ccc(S(=O)(=O)N(C)C)cc2)N2CCCCC2)cc1 (centres undefined)	2	94	-2.6	-2	20	-1.3	8	-2	-5
CC/C(=N/Nc1cccc(C)c1)c1cnnc(SC)n1	29	92	-2.2	-1	7	-0.8	-4	1	-1
CCOC(=O)Nc1ccc2c(c1)OCO2	-7	95	-5.4	-1	-4	-2.4	0	2	0
Cc1ccc(C(=O)NNC(=O)c2ccco2)cc1	11	100	-1.4	-6	8	-2.4	-5	5	-1
Cc1cc(C)n2ncc(/C(N)=N/OC(=O)c3ccccc3F)c2n1	4	96	-0.1	-5	20	-2.2	-3	-7	-1
COc1ccc(NC(=O)c2cccc(NS(=O)(=O)c3ccccc3)c2)cc1	-12	96	-1.3	-6	-13	-1.5	-13	0	1
CCOC(=O)c1ccc(NC(=S)NC(=O)c2cncc(Br)c2)cc1	7	103	-5.2	-4	11	-0.8	-7	18	5
Cc1cc(C)c2c(=O)[nH]c(SCC(=O)c3ccc(C)c(C)c3)nc2n1	16	109	-0.7	-2	-2	-1.9	-9	2	-1
Cc1ccc(-n2nc3ccc(N)cc3n2)cc1Cl	23	107	2.2	32*	25	-0.5	2	23	1
Cc1nnc(NC(=O)CSc2nc(C3CCCCC3)nc3ccccc23)s1	36	95	-1.8	0	24	-2.8	-4	4	0
CCCOc1c(OC)cccc1C1CC(=O)Nc2cc3c(cc21)OCCO3 (centres undefined)	-10	105	-3.8	-2	0	-4.8	-27	-1	18
O=C(NCc1ccco1)C1CCN(S(=O)(=O)c2cccc([N+](=O)[O-])c2)CC1	-12	103	0.1	-11	6	-1.3	-2	0	0
COc1ccc(/C=C/C(=O)N2CCN(S(=O)(=O)/C=C/c3ccccc3)CC2)cc1OC	nt	108	-3.3	-3	6	-2.3	-10	5	0
Cc1oc(-c2cccc(Cl)c2)nc1CN1CCC(C(=O)NCCCN2CC(C)CC(C)C2)CC1 (centres undefined)	14	139*	-0.7	-1	-4	-1.2	32	-52	18

One compound at a time, as listed above. Order of values: NALP1 yeast inh	MEKK2 WT-MEK5	VIM-2 inhibitor	M18AAP inhibitor	UBC9 SUMO inh	IMP-1 inh	FID counter	NS3 helicase inh	MEKK2 mut-MEK5
`COc1ccc(/C=C/C(=O)N2CCN(S(=O)(=O)/C=C/c3ccccc3)CC2)cc1OC` is listed as nt	108	-3.3	-3	6	-2.3	-10	5	0
`COc1ccc(NC(=O)c2cccc(NS(=O)(=O)c3ccccc3)c2)cc1` is listed as -12	96	-1.3	-6	-13	-1.5	-13	0	1

Later entries:
SMILES	NALP1 yeast inh	MEKK2 WT-MEK5	VIM-2 inhibitor	M18AAP inhibitor	UBC9 SUMO inh	IMP-1 inh	FID counter	NS3 helicase inh	MEKK2 mut-MEK5
COc1ccc2cc(Br)ccc2c1CC(=O)NCC1CCCO1 (centres undefined)	-2	101	-2.9	5	7	-2.4	-19	-8	2
CCCOc1ccc(OCCSc2ncccn2)cc1	47	107	-3.8	-6	3	-5.4	-10	-7	3
Cc1nc2ccc([N+](=O)[O-])cc2c(=O)n1Cc1ccc(F)cc1	2	100	-2.3	3	-7	-1.3	5	-17	11
CC(NC(=O)c1ccco1)C(c1cccs1)N1CCOCC1 (centres undefined)	-8	111	-1.4	-5	16	-5.8	-4	10	8
COC(=O)c1ccc([C@H]2CC(=O)O2)cc1	16	96	-0.9	-5	3	-3.0	-6	15	4
Cc1cc(SCC(=O)Nc2ccccc2C)nc(C)n1	11	101	-3.3	3	4	-4.5	1	5	-1
O=[N+]([O-])c1cccc(S(=O)(=O)NCCCN2CCOCC2)c1	23	102	-2.4	-6	-10	-1.9	4	13	3
COC(=O)c1c(C)c(C)nc(N)c1C#N	5	94	1.6	0	47	-0.2	4	1	-10
CN(Cc1ccccc1)C(=O)COC(=O)c1cc(Cl)nc(Cl)c1	-10	101	-5.9	-7	-10	-6.0	-10	3	-2
O=C(CCCCC(=O)Nc1ccccc1)Nc1ccccc1	16	106	0.0	-16	15	-2.1	-3	-2	3
CCCNC(=O)N1CCC(C(=O)c2ccc(F)cc2)CC1	7	104	1.2	2	2	-2.0	-3	-16	2
CC(=O)N(Cc1ccc(Cl)cc1)c1cnccn1	16	109	-3.7	-2	18	-4.3	-13	-6	12
Cc1ccc(C)c(CN2CCC(CNC(=O)Nc3ccc(F)c(Cl)c3)CC2)c1	18	130	-3.5	-2	5	-4.8	15	-54	19
CCOC(=O)c1sc2nc(C(C)C)c3c(c2c1N)CCC3	33	108	0.7	-5	14	-1.2	-1	1	0
CCC(Oc1ccccc1)C(=O)Nc1ccc(S(=O)(=O)NCC2CCCO2)cc1 (centres undefined)	16	96	-0.2	-4	20	-4.3	-26	9	-7
CCOC(=O)N1CCN=C1SCc1ccc(Cl)c(Cl)c1	8	112	0.0	5	-4	-3.2	-4	7	1
CN(C)/C=N/C(=S)Nc1cc(Cl)cc(Cl)c1	0	86	0.1	-13	-31	-1.2	-1	6	-17
CCN(CC)CC(=O)Nc1ccc(-c2ccc(NC(=O)CN(CC)CC)c(OC)c2)cc1OC	18	106	0.8	-7	-5	-0.7	-3	-2	1
O=C(O)c1ccccc1CSc1ccccn1	4	95	-1.2	0	7	-0.6	-1	-7	-3
O=C1c2cnccc2CN1Cc1ccccc1	12	116	-6.4	2	12	-2.2	-3	-1	4
N#CCSc1nc(-c2ccccc2)c2cc(Cl)ccc2n1	37	99	0.5	-5	-2	1.1	4	5	-1
Cc1ccc(NC(=O)CSc2nnc(Cn3cnc4ccccc43)o2)c(C)c1	6	105	-1.8	5	23	-3.6	-11	-13	7
Cc1cc2[nH]c(=O)cc(-c3ccccc3)n2n1	-2	100	-1.1	9	15	-4.3	-9	26	4
COc1ccc(CNS(=O)(=O)c2ccc3c(c2)N(C)CCO3)cc1	10	102	-2.6	-1	nt	-1.5	-13	1	2
NC(=O)C1(N2CCCCC2)CCN(C(=O)c2ccc(C#Cc3ccccc3)o2)CC1	-4	103	-0.2	5	-25	-0.3	-6	-11	10
COc1cccc(OCC(O)CN2CCOCC2)c1 (centres undefined)	13	99	-2.7	-2	-24	-7.4	1	-3	2
CCN(CC)C(=O)CN1C(=O)C2(NC(=O)c3ccccc3N2)c2ccccc21 (centres undefined)	16	103	0.5	3	16	0.0	-2	-3	4

Grouped by structure: the compounds so far with four or more nitrogen atoms (12)
SMILES	NALP1 yeast inh	MEKK2 WT-MEK5	VIM-2 inhibitor	M18AAP inhibitor	UBC9 SUMO inh	IMP-1 inh	FID counter	NS3 helicase inh	MEKK2 mut-MEK5
O=[N+]([O-])c1c(NCCCO)cc(Sc2ccc(Cl)cc2)c2nonc12	34	100	-1.4	-1	73	-3.0	4	2	-1
CCOc1ccc2nc(NC(=O)CN3CCN(C)CC3)sc2c1	10	101	-4.1	-3	8	-3.2	3	-12	13
CC(=O)N1CC2([N+](=O)[O-])CN(C(C)=O)CC([N+](=O)[O-])(C1)C2(C)C	24	109	-1.8	-7	-2	-0.7	3	-5	0
Cc1ccc(-n2c3c(c(=O)[nH]c2=O)C(NS(=O)(=O)c2ccc(C)cc2)(C(F)(F)F)C(=O)N3)cc1 (centres undefined)	2	106	-0.7	-5	15	-0.9	2	-2	4
CC/C(=N/Nc1cccc(C)c1)c1cnnc(SC)n1	29	92	-2.2	-1	7	-0.8	-4	1	-1
Cc1cc(C)n2ncc(/C(N)=N/OC(=O)c3ccccc3F)c2n1	4	96	-0.1	-5	20	-2.2	-3	-7	-1
Cc1ccc(-n2nc3ccc(N)cc3n2)cc1Cl	23	107	2.2	32*	25	-0.5	2	23	1
Cc1nnc(NC(=O)CSc2nc(C3CCCCC3)nc3ccccc23)s1	36	95	-1.8	0	24	-2.8	-4	4	0
Cc1oc(-c2cccc(Cl)c2)nc1CN1CCC(C(=O)NCCCN2CC(C)CC(C)C2)CC1 (centres undefined)	14	139*	-0.7	-1	-4	-1.2	32	-52	18
CCN(CC)CC(=O)Nc1ccc(-c2ccc(NC(=O)CN(CC)CC)c(OC)c2)cc1OC	18	106	0.8	-7	-5	-0.7	-3	-2	1
Cc1ccc(NC(=O)CSc2nnc(Cn3cnc4ccccc43)o2)c(C)c1	6	105	-1.8	5	23	-3.6	-11	-13	7
CCN(CC)C(=O)CN1C(=O)C2(NC(=O)c3ccccc3N2)c2ccccc21 (centres undefined)	16	103	0.5	3	16	0.0	-2	-3	4
